Screens deposited in PubChem by several laboratories.
PostGolgi ctrl: growth inhibition of yeast control strain, primary screen, counter-screen for post-Golgi transport modulator project; efflux-deficient yeast background strain, growth absorbance A615, 16 h; inhibition, % at 10 µM; hit rate 5% among 98,000
S1P2 antag: human S1P2 receptor antagonists, primary screen, cell-based | Sphingosine 1-phosphate receptor 2 (Homo sapiens), O95136 | inhibition, % at 5 µM | cell-based S1P2 antagonist assay, inhibition at 5 uM | hit rate 0.21% among 97,000 | AID 736, 2007; in the data active means inhibition above about 45%;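 further: CRE beta-lactamase reporter cells expressing human S1P2 stimulated with S1P; 0% = agonist at EC80 alone and 100% = agonist plus reference antagonist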
sEH activator: soluble epoxide hydrolase activators, primary screen, biochemical, human sEH; Bifunctional epoxide hydrolase 2 (Homo sapiens), P34913; purified human sEH enzymatic activity, activator screen; activation, % at 2 µM; hit rate 0.04% among 91,000; AID 717, 2007; in the data active means activation above about 37%; further: values of inactives mirror those of a sister screen read the other way
sEH inh: soluble epoxide hydrolase inhibitors, primary screen, biochemical, human sEH. Bifunctional epoxide hydrolase 2 (Homo sapiens), P34913. recombinant human sEH enzymatic activity assay. inhibition, % at 2 µM. hit rate 0.34% among 91,000; in the data active means inhibition above about 80%; further: values of inactives mirror those of a sister screen read the other way; many of its hits are not listed in these tables
PostGolgi yeast: phenotypic screen on post-Golgi transport, primary screen; post-Golgi transport phenotypic cell assay; inhibition, % at 10 µM; hit rate 0.9% among 98,000; AID 739, 2007;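 further: yeast cells grown in 1536-well plates; yeast grown about 18 h at 30C before absorbance read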
S1P2 ag: S1P2 receptor agonists, primary screen, cell-based; hit rate 0.46% among 97,000; S1P2-expressing cell line, agonist reporter read-out; Sphingosine 1-phosphate receptor 2 (Homo sapiens), O95136; activation, % at 4.5 µM; in the data active means activation above about 16%;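 further: 0% = vehicle low control and 100% = maximal reference agonist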
CYP2C19 inh: blockers of cytochrome P450 2C19 activity – biochemical, luminescence, ADME assay, primary screen. hit rate 21% among 96,000. inhibition, % at 5 µM. AID 778, 2007. P33261. CYP2C19 Supersomes, luciferin-H EGE luminescence, 30 min;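 active means CYP2C19 inhibition above a set limit at 5 µM in the primary screen, cut at about 50% in these data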;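 further: plate controls were negative control wells for no effect and 2.5 mM tranylcypromine positive control for full effect; values of inactives mirror those of a sister screen read the other way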
Target sequence (P33261 whole entry, looked up): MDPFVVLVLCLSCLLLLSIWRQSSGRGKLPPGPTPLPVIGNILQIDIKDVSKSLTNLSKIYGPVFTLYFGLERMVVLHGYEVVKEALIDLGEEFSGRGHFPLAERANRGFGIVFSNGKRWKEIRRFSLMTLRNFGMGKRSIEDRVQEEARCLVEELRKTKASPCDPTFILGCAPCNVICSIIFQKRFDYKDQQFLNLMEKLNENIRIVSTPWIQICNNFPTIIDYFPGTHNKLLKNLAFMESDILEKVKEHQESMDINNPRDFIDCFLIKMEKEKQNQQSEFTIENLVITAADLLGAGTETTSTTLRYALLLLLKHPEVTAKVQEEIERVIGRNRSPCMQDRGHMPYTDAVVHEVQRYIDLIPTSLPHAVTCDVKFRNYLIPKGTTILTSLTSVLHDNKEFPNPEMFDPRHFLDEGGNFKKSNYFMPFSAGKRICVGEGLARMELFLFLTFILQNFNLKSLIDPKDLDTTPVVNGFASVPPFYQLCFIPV
CYP2C19 act: human CYP2C19 activators, primary screen, biochemical, luminescence. Cytochrome P450 2C19 (Homo sapiens), P33261. activation factor at 5 µM. recombinant CYP2C19, luciferin-H EGE luminescence; active compounds read high; 0 = fully inhibited enzyme, 1 = untreated enzyme. 96,000 tested, under 10 active;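 active means activation factor of at least 2 at 5 µM in the primary screen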;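 further: 0 = wells with 2.5 mM tranylcypromine and 1 = vehicle-only wells; values of inactives mirror those of a sister screen read the other way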
DAT uptake mod: changed hDAT dopamine uptake under cocaine IC80, either direction, primary screen, cocaine antagonist project, cell-based, LLC-PK1 hDAT, [14C]-dopamine uptake, MLSMR | Sodium-dependent dopamine transporter (Homo sapiens), Q01959 | LLC-PK1 hDAT cells, [14C]-dopamine uptake with cocaine IC80; actives deviate in either direction | B-score at 10 µM | hit rate 1.3% among 110,000;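 active means Z score or B-score, a plate-position-corrected score, falls beyond the plate's 99.7% confidence bounds, in either direction; inactive means both scores lie inside the 99.7% bounds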;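 further: scored against the spread of the other compound wells on the same plate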
Target sequence (Q01959 whole entry, looked up): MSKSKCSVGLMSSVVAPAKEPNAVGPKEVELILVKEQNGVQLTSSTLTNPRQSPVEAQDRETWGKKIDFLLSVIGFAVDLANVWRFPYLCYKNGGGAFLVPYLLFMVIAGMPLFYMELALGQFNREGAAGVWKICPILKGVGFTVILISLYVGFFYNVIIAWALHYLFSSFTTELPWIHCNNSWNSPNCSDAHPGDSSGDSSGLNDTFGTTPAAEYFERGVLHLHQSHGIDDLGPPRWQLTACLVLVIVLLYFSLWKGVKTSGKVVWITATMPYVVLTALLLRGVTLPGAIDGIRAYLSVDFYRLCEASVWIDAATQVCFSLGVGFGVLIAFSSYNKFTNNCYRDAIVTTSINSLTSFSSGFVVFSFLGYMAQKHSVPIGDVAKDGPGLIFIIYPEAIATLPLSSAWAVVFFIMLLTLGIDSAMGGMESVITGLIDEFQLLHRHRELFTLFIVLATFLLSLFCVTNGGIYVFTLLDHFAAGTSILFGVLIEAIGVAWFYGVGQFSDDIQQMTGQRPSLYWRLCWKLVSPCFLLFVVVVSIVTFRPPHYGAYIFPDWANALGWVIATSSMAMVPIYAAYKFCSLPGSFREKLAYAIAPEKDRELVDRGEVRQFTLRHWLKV
The depositor's hits bear a star; . = not tested or not shown. Unless noted, no stated cut-off is given here; in the data, active means inhibition above about 30%; inactive means the rest.

SMILES	PostGolgi ctrl	S1P2 antag	sEH activator	sEH inh	PostGolgi yeast	S1P2 ag	CYP2C19 inh	CYP2C19 act	DAT uptake mod
C=CCOC(=O)CCC(=O)Nc1cccc2ccccc12	-5	.	.	.	7	.	80*	0.2	-0.79
Cn1cc([N+](=O)[O-])c(C(=O)Nc2cc(Oc3cccnc3)cc([N+](=O)[O-])c2)n1	21	8	-7	8	3	-2	72*	0.3	-0.4
C=CCn1c(SCC(=O)Nc2ccc(C)cc2C)nnc1-c1cccnc1	14	-33	-13	14	11	0	45	0.6	0.62
COCCCn1c(SCC(N)=O)nnc1-c1ccccc1	-1	1	-3	-1	2	-6	7	0.9	0.32
COc1ccccc1OCc1ccc(C(=O)n2nc(C)c(Cl)c2C)o1	33*	-9	-9	10	-5	-5	39	0.6	-0.41
C=CCSc1nc2ccccc2n1Cc1nnc(-c2cccs2)o1	8	-6	-2	3	1	-3	67*	0.3	-0.18
COc1ccc(S(=O)(=O)N[C@H](C(=O)N2CC[C@@]3(O)CCCC[C@H]3C2)c2ccccc2)cc1	5	-5	-5	8	-3	-2	46	0.5	0.28
Cc1ccc(S(=O)(=O)N2CCN(c3ccc4nnc(-c5ccccc5)n4n3)CC2)cc1	34*	-15	10	-8	-10	0	95*	0.1	1.2
O=C(NC1CCCC1)C(c1ccco1)N(Cc1ccccc1)C(=O)c1csnn1 (centres undefined)	-7	-4	0	-1	6	-4	71*	0.3	0.093
CCn1c(Cc2c(C)[nH]c3ccccc23)nnc1SCC(N)=O	4	-24	2	1	3	-2	34	0.7	0.13
Cc1nc(S/C(=C/c2ccc(-c3cccc(Cl)c3)o2)C(=O)O)n[nH]1	2	0	4	-3	1	-4	-5	1.1	.
CCOC(=O)N1CCN(C(=O)COc2ccc(Cl)cc2)CC1	13	-3	22	-26	5	-2	38	0.6	1
CCOc1ccccc1NC(=O)C1C2C=CC(O2)C1C(=O)O (centres undefined)	8	3	6	-5	18	-8	1	1	-0.36
COC(=O)c1c(NC(=O)Cn2cc([N+](=O)[O-])cn2)sc2c1CCC2	7	-13	-3	8	-9	-3	7	0.9	-0.4
O=C(C[n+]1cc2ccccc2c2ccccc21)c1ccccc1	33*	8	-9	7	-1	-3	55*	0.4	-0.26
Cc1nnc(SCC(=O)Nc2nc3c(s2)CC(C)CC3)s1 (centres undefined)	-3	20	-4	4	-2	-8	39	0.6	0.01
CCCCn1c(SCc2nc3ccccc3s2)nc2cc(S(N)(=O)=O)ccc21	3	-24	3	-4	-2	-8	17	0.8	0.96
O=C1CCCc2nn(-c3ccccc3)c(-c3ccncc3)c21	2	6	.	.	2	-10	7	0.9	0.082
Cc1ccsc1C1C2=C(CCCC2=O)Nc2ncnn21 (centres undefined)	12	-9	3	0	4	-4	8	0.9	-0.016
O=C(CCc1ccccc1)n1nc(-c2ccco2)nc1SCc1ccccc1	9	-21	.	.	-1	0	23	0.8	.
C=CCn1c(-c2ccc(Cl)cc2)c[nH]c1=S	7	9	-21	22	22	-7	66*	0.3	-2.2
CC1=C(C(=O)Nc2ccccc2)C(c2ccc(C(C)C)cc2)N2C(=O)CSC2=N1 (centres undefined)	8	-5	1	1	-5	-2	6	0.9	-0.88
O=c1cc(C(F)(F)F)c2sc(N3CCCCC3)nc2[nH]1	12	8	8	-7	9	-5	16	0.8	0.58
COc1cc2nc(CN(CCC(C)C)Cc3nc4cc(OC)c(OC)cc4c(=O)[nH]3)[nH]c(=O)c2cc1OC	-2	-8	-12	12	-2	0	34	0.7	0.37
NC(=O)CSCc1ccc(Br)cc1	7	7	-2	5	0	-9	10	0.9	-0.65
CCOc1ccc(NC(=O)c2ccc(C#CC(C)(C)O)cc2)cc1	-5	17	-14	13	-2	-8	-10	1.1	0.96
O=C(Nc1ccc(Cl)cc1)[C@@H]1[C@@H]2C(=O)N(c3ccc(Cl)cc3)C(=O)[C@@H]2[C@H]2C=CC=NN21	-2	17	2	-3	1	-1	-10	1.1	1.1
CCCCCCOC(=O)C(C#N)c1nc2ccccc2nc1N1CCCCC1 (centres undefined)	0	-2	-1	3	-4	-2	36	0.6	-0.44
COC(=O)c1cc2ccccc2c(=O)s1	-2	1	2	0	0	-3	61*	0.4	-1.3
CCOC(=O)N1CCN(C(=O)c2ccc3c(=O)n(CC4CCCO4)c(=S)[nH]c3c2)CC1 (centres undefined)	1	8	9	-10	-1	-5	10	0.9	-0.12
CCOC(=O)c1sc(C(=O)OCC)c(OCCO)c1OCCO	-1	16	-2	4	-2	-15	-2	1	-0.26
COc1ccc(-c2nnnn2CCc2ccccc2)cc1	17	-8	4	-4	15	-1	98*	0	0.46
CCOc1nc(S(=O)(=O)c2ccc(C)cc2)c(Cl)s1	24	-11	1	-2	-4	0	83*	0.2	-0.97
Cc1ccc(OCC(=O)Nc2ccc(F)cc2)cc1	-4	-2	14	-16	5	-5	57*	0.4	-0.26
O=C(NC(Cc1ccccc1)C(=O)NCc1ccccn1)c1ccco1 (centres undefined)	-3	-8	-3	4	-10	-1	26	0.7	-0.36
Cc1ccc(C2(C)NC(=O)N(CC(=O)NC(=O)NC3CCCC3)C2=O)cc1 (centres undefined)	.	-14	2	0	.	-1	17	0.8	.
O=C(O)c1ccc(COc2ccc3c4c(c(=O)oc3c2)CCC4)o1	1	8	7	-8	8	-3	10	0.9	0.43
CCCCC(=O)Nc1ccc(C(=O)NN2C(=O)c3ccccc3C2=O)cc1	-8	0	-12	12	-6	1	6	0.9	-0.43
CCn1cnc2sc(C(=O)Nc3ccc4c(c3)OCO4)c(C)c2c1=O	3	-29	-10	11	5	-9	10	0.9	0.24
Cc1cc(Cl)c(S(=O)(=O)N/N=C/c2ccc3c(c2)OCO3)c(Cl)c1	19	-2	10	-11	-6	-1	39	0.6	.
O=C(Cn1cnc2c(nnn2Cc2ccc(F)cc2)c1=O)NC1CCCC1	3	-1	-12	13	3	-12	-15	1.1	-0.092
COc1ccc(CCN(C)Cc2ccc(OCc3ccccc3)c(OC)c2)cc1OC	1	9	11	-8	-2	-1	-12	1.1	1.4
CCOCCn1c(SCC)nc2c1c(=O)[nH]c(=O)n2C	-7	-6	-12	17	4	2	.	.	-0.2
Cn1nc(OCc2ccccc2)ccc1=O	5	22	10	-10	-9	0	2	1	0.18
O=C(Nc1ccc2c(c1)OCO2)c1cccc2c1C(=O)N(Cc1cccnc1)C2	15	.	.	.	3	.	34	0.7	0.45
O=C(c1ccccc1)N1CCCC(C(=O)N2CCCCCC2)C1 (centres undefined)	7	24	-11	11	3	-3	0	1	1.2
O=C(c1ccc(COc2c(F)c(F)c(F)c(F)c2F)o1)N1CCN(Cc2ccc3c(c2)OCO3)CC1	.	-20	16	-13	.	-4	.	.	0.5
Cc1ccccc1NC(=O)Cn1cnc2c(oc3ccccc32)c1=O	4	-13	4	-2	1	-2	64*	0.4	-0.44

Quoted at random: 5 entries already listed
SMILES	PostGolgi ctrl	S1P2 antag	sEH activator	sEH inh	PostGolgi yeast	S1P2 ag	CYP2C19 inh	CYP2C19 act	DAT uptake mod
Cn1nc(OCc2ccccc2)ccc1=O	5	22	10	-10	-9	0	2	1	0.18
CCn1cnc2sc(C(=O)Nc3ccc4c(c3)OCO4)c(C)c2c1=O	3	-29	-10	11	5	-9	10	0.9	0.24
COc1ccc(CCN(C)Cc2ccc(OCc3ccccc3)c(OC)c2)cc1OC	1	9	11	-8	-2	-1	-12	1.1	1.4
O=C(c1ccc(COc2c(F)c(F)c(F)c(F)c2F)o1)N1CCN(Cc2ccc3c(c2)OCO3)CC1	.	-20	16	-13	.	-4	.	.	0.5
O=C(O)c1ccc(COc2ccc3c4c(c(=O)oc3c2)CCC4)o1	1	8	7	-8	8	-3	10	0.9	0.43

Next section.
SMILES	PostGolgi ctrl	S1P2 antag	sEH activator	sEH inh	PostGolgi yeast	S1P2 ag	CYP2C19 inh	CYP2C19 act	DAT uptake mod
CCOc1cc(C(=O)Nc2ccc3c(c2)OCO3)ccc1OC(F)F	5	-3	.	.	2	-1	31	0.7	0.98
CC(C)(C)NC(=O)c1cccc(NC(=O)CSc2ccccc2)c1	5	21	-8	9	-2	-6	4	1	0.85
O=C(c1ccc(Br)o1)N1CCN(c2ncccn2)CC1	-3	16	13	-15	-1	-3	17	0.8	-0.06
O=C(Nc1ccccc1)NC1(C(=O)N2CCN(C(=O)c3ccco3)CC2)CCCCC1	5	-5	4	-5	7	-1	19	0.8	-0.72
O=C(Cn1cnc2ccccc2c1=O)OCCCCN1C(=O)c2ccccc2C1=O	8	9	.	.	-3	-7	16	0.8	0.0093
CCCS(=O)(=O)N1CCN(S(=O)(=O)c2ccccc2)CC1	28	-4	1	-2	-2	-3	61*	0.4	0.23
Cc1c(NC(=O)C(C#N)=C2CCCCC2)c(=O)n(-c2ccccc2)n1C	-5	5	-6	5	15	-5	-6	1.1	0.49
CCC(=O)c1ccc(OC(=O)c2ccc(Br)o2)cc1	.	9	2	0	.	-2	.	.	-0.57
CCN1CCCC1CN(Cc1cc2cc(C)ccc2[nH]c1=O)C(=O)Nc1ccccc1OC (centres undefined)	34*	11	4	-4	7	-5	31	0.7	0.66
Cc1cc(S(=O)(=O)N2CC(=O)N(CCc3ccccc3)C(=O)C2)ccc1F	-3	5	-8	9	7	-7	10	0.9	-0.56
O=C(Nc1ccc(Br)cc1)C1CCC(=O)N1Cc1ccccc1Cl (centres undefined)	0	-5	-14	14	-8	-1	96*	0	-0.043
Brc1ccc(C2=CC(c3ccco3)n3ncnc3N2)cc1 (centres undefined)	19	-6	6	-5	0	-4	33	0.7	0.056
Cc1c(C(=O)N2CCC(C)CC2)oc2ccc(S(=O)(=O)N3CCC4(CC3)OCCO4)cc12	4	-16	-5	6	-8	-2	26	0.7	0.18
Cc1cc2cc(CCNC(=O)c3c(-c4ccccc4Cl)noc3C)c(=O)[nH]c2cc1C	4	.	.	.	5	.	13	0.9	-0.24
CCOC(=O)CNc1ncnc2nc[nH]c12	4	.	.	.	-10	.	-5	1.1	0.82
O=C(O)c1cccnc1SCC(=O)N1CCCCCC1	0	5	-9	8	-3	-3	0	1	-2.2
N#Cc1nc(-c2ccc(F)cc2)oc1NCc1cccc2c1OCO2	5	.	.	.	1	.	17	0.8	0.1
CN(Cc1ccccc1)C(=O)Cn1cccc1C(=O)c1ccccc1	-4	-10	-7	9	-4	-4	70*	0.3	-0.056
Cc1cccc(OCc2nc(-c3nonc3N)no2)c1C	3	.	.	.	-2	.	66*	0.3	-0.83
COC(=O)c1[nH]c(C)c(/C(O)=C2\C(=O)C(=O)N(CCN3CCOCC3)C2c2ccccc2OC)c1C (centres undefined)	4	-6	-10	12	0	-8	2	1	-0.9
CCc1cccc(NC(=O)Cc2cn(C)c3ccccc23)c1	26	-2	-27	28	-1	-4	38	0.6	0.6
CCc1ccccc1NC(=O)CSc1ncn[nH]1	11	15	11	-11	4	-2	19	0.8	-0.018
COc1ccc(S(=O)(=O)Nc2ccc(F)c(Cl)c2)cc1OC	-3	.	.	.	-4	.	100*	0	-0.22
Cc1ccc(S(=O)(=O)N(C)CC(=O)Nc2ccccc2)cc1	1	-16	6	-7	-6	-2	63*	0.4	-0.91
O=c1[nH]ncc(NCCCO)c1Cl	.	0	5	-1	.	0	.	.	0.11
O=C(COc1ccccc1F)NC1CC1	-1	-18	22	-16	15	-4	-8	1.1	-2.2
